HT1080NT lethal = kills 2HG-producing HT-1080-NT fibrosarcoma cells | HT-1080-NT fibrosarcoma viability, CellTiter-Glo ATP luminescence, 48 h | hit rate 1.6% among 360,000 | Potency, µM (top dose mostly 46.1 µM), inactives show at the highest dose activity, negative = less viability, hits mostly cytotoxic;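 further: NT is the 2HG producing partner of a matched IDH1 knockdown line; potency means the concentration at half of the fitted maximal effect; 0% = DMSO-treated cells and -100% = media-only wells without cells; nearly all actives have a fitted effect of over 55% in size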
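750 cells/well, RPMI + 5% FBS; 2 h settle, compound pin-transfer, 48 h at 37 degrees C. CellTiter-Glo 10 min RT, luminescence. Normalized to DMSO and media-only wells.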
KB-3-1 tox = KB-3-1 parental cell cytotoxicity; KB-3-1 viability, CellTiter-Glo ATP luminescence, 72 h; Potency, µM (top dose mostly 46.1 µM), inactives show top-dose activity change, negative = cytotoxic, usual class: cytotoxic; hit rate 1.4% among 400,000; further: potency means the concentration at half of the fitted maximal effect; on the % scale 0 is the no-effect control and ±100 the full control effect; nearly all actives have a fitted effect of over 60% in size
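Luminescent ATP read-out (CellTiter-Glo) measures survival of drug-naive KB-3-1 cells after 72 h compound exposure at 37 °C. Titration series was screened from lowest to highest concentration, with DMSO vehicle plates as background controls.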
ATXN2 expr inh = ATXN2 expression inhibition | HEK-293 ATXN2-luciferase reporter, luminescence, 24 h | Potency, µM (titrated, usually from 57 µM), for inactives: at the top dose activity change, negative = inhibition, hits mostly inhibitors | AID 1745845 | hit rate 0.72% among 360,000; further: potency means the concentration at half of the fitted maximal effect; on the % scale 0 is the no-effect control and ±100 the full control effect; nearly all actives have a fitted effect of over 55% in size
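ATXN2-luciferase reporter cells (luciferase flanked by upstream and downstream ATXN2 gene portions) were treated 24 h at 37 °C with compounds at up to 57 uM. SteadyGlo luminescence gave expression; GF-AFC fluorescence gave viability.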
KB-V1 cytotox = KB-V1 MDR subline cytotoxicity; KB-V1 MDR cells viability, CellTiter-Glo, 72 h; hit rate 3.4% among 400,000; Potency, µM (series often up to 46.1 µM), without a hit: at the highest dose activity change, negative = cytotoxicity, most hits filed as cytotoxic; further: potency means the concentration at half of the fitted maximal effect; on the % scale 0 is the no-effect control and ±100 the full control effect; nearly all actives have a fitted effect of over 60% in size
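Luminescent ATP read-out (CellTiter-Glo, 10 min) measures survival of drug-selected KB-V1 MDR cells after 72 h, 37 degrees C compound exposure. Medium: phenol-red-free DMEM, 10% FBS. Values from fitted concentration-response curves.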
IL-1B inflam inh = inhibitors of inflammasome signaling (IL-1 beta secretion) | hit rate 4.7% among 360,000 | activity change, % at 57.5 µM | THP-1 LPS/ATP IL-1B secretion, AlphaLISA, 16 h; hits give low values; in the data active means activity change below about -50%; inconclusive means mostly about -30% to -49%; further: on the % scale 0 is the no-effect control and ±100 the full control effect
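Secreted IL-1B measured by AlphaLISA bead assay after 16 h compound exposure of THP-1 cells; compounds (final up to 57.5 uM) added 1 h before LPS (250 ng/mL) and ATP (1.25 mM) stimulation; lower signal means less secretion.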
S2 tox = viability counter-screen for ATXN expression inhibitors | S2 cells (HEK-293 line with an ATXN2-luciferase reporter) viability, CellTiter-Fluor protease fluorescence, 24 h | Potency, µM (series often up to 56.7 µM), actives largely listed as cytotoxic | hit rate 0.49% among 400,000 | AID 651635; further: potency means the concentration at half of the fitted maximal effect; nearly all actives have a fitted effect of over 40% in size
HT1080 IDH1KD tx = HT-1080 IDH1 knockdown cell toxicity (counter line); HT-1080 IDH1 knockdown viability, ATP luminescence, 48 h; Potency, µM (series often up to 46.1 µM), without a hit: at the top dose activity, negative = toxicity, most hits filed as cytotoxic; hit rate 2% among 360,000;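 further: potency means the concentration at half of the fitted maximal effect; 0% = DMSO wells and -100% = cell-free medium wells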
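Viability of IDH1-knockdown HT-1080 fibrosarcoma cells was assessed by CellTiter-Glo after 48 h at 37 °C with titrated compound; concentration-effect curves were classified by fit quality and response size.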
SW480 rerep = inducers of DNA re-replication in SW480 colon cancer cells; SW480 DNA re-replication, Hoechst DNA content imaging, 48 h; Potency, µM (series often up to 46.1 µM), inactives show top-dose re-replication activation, most hits filed as activators; hit rate 1.8% among 340,000; further: potency means the concentration at half of the fitted maximal effect; % of control where 0% means no effect; nearly all actives have a fitted effect of over 55% in size
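Compounds, transferred as 23 nL by pin tool, were incubated with cells for 48 hr; DNA content per nucleus was then quantified by Hoechst staining and fluorescence plate imaging.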
MCF10A rerep = DNA re-replication induction in MCF 10a cells; MCF 10A DNA re-replication, Hoechst nuclear intensity, 48 h; Potency, µM (titrated, usually from 46.1 µM), for the others: at the top dose activity, positive = re-replication, most hits filed as activators; hit rate 2.9% among 350,000; AID 624296; further: potency means the concentration at half of the fitted maximal effect; % of control where 0% means no effect; nearly all actives have a fitted effect of over 50% in size
* hit, by the source's call; i = inactive; ? = inconclusive; / = not tested or not shown; [ ] = dose if it differs, or a comment. Unless noted, the call rests on the fitted dose curve; in most records, active means well fitted curve in the direction sought with a large enough effect; inconclusive means small, poorly fitted or top-dose-only effect, or another doubt; inactive means no such curve, though single readings can be large; an effect the other way counts as inactive or inconclusive.

Every second line gives: MCF10A rerep | HT1080NT lethal | IL-1B inflam inh | SW480 rerep | KB-V1 cytotox | S2 tox | ATXN2 expr inh | HT1080 IDH1KD tx | KB-3-1 tox
- CC1CCN(CCCCOc2ccc(Cl)cc2)CC1
    ? | -4% | -26 | 10% | -2% | i | -12% | -10% | -4%
- COc1ccc(NCc2nnc(SCC(=O)Nc3ccc(OC)cc3OC)o2)cc1
    -1% | 3% | 28 | -6% | -17% | i | -10% | -1% | -5%
- CN(CC(=O)Nc1ccc(Cl)c(Cl)c1)C(=O)CNC(=O)C1CCCCC1
    1% | -1% | 26 | ? | ? | i | -11% | -16% | 4%
- CCC(Cc1ccccc1)NC(=O)Cn1cccc1C(=O)c1ccccc1 (centres undefined)
    0% | -5% | 12 | 10% | -3% | ? | / | 0% | -8%
- COc1ccc(CN2CC(C(=O)NCCCN3CCCCCC3)CC2=O)cc1 (centres undefined)
    -5% | 10% | -4 | 6%[9.22 µM] | ? | i | -14% | 6% | 7%
- CCCCn1nnnc1C(c1ccccc1)N1CCN(c2ccc(C(F)(F)F)cc2[N+](=O)[O-])CC1 (centres undefined)
    / | 0% | -12 | / | ? | ? | -6% | 0% | -18%
- CC(=O)Nc1ccc(NC(=O)CN2C(=O)NC3(CCCCCCC3)C2=O)cc1
    3% | 2% | 22 | -7% | 0% | ? | 7% | 11% | 0%
- CCCc1cc(=O)oc2cc(C)cc(OCC(=O)NCCCN3CCCC3=O)c12
    0% | -7% | 28 | ? | ? | i | 6% | -5% | 17%
- COc1ccc(CCNC(=O)c2c(O)c3cccc4c3n(c2=O)CC4)cc1OC
    2% | 11% | 18 | -5% | 21% | i | -1% | 13% | 12%
- CCc1ccccc1NC(=O)[C@@H](c1ccccc1)N1Cc2ccccc2C1=O
    / | / | / | / | 2% | ? | 8% | / | -4%
- CC(C)c1ccc(OCC(=O)Nc2ccc(S(=O)(=O)Nc3ccccn3)cc2)cc1
    -3% | -4% | 50 | -15% | -1% | i | -17% | -2% | 14%
- O=C(Cc1ccc(Cl)cc1)NCC(=O)N1CCN(c2ccccc2)CC1
    20% | ? | 0 | ? | -20% | i | -17% | ? | ?
- CC1CCN(C(=O)CSc2nc3ccccc3c(=O)n2Cc2ccc3c(c2)OCO3)CC1
    ? | ? | -27 | 19% | 4.6µM* | i | 2% | -26% | ?
- CCOc1ccc(CN=C(N)N=C(N)N)cc1Cl
    -4% | -29% | -21 | -8% | 5% | i | -15% | -23% | ?
- COc1cc(OC)cc(C(=O)N[C@H](C(=O)OCC(=O)Nc2cccc(F)c2)C(C)C)c1
    5% | 12% | 1 | 4% | ? | i | 0% | 12% | 0%
- NC(=O)C1CCN(C(=O)CCC(=O)c2ccc(F)cc2)CC1
    -1% | -1% | -7 | -67% | ? | i | / | -8% | 6%
- Cc1cc(NC(=O)COC(=O)c2ccc(F)c(S(=O)(=O)N3CCOCC3)c2)no1
    0% | 9% | 43 | 0% | 10% | i | -2% | 8% | -1%
- c1ccc2c(C3=NNC(=NC4CC4)SC3)c[nH]c2c1
    6% | -15% | -96* | -1% | -1% | i | 18µM* | -3% | -4%
- COc1cc(/C=C/C(=O)OCC(=O)NC(=O)NC(C)(C)C)ccc1O
    -16% | -1% | 14 | -1% | 0% | i | 1% | 1% | -5%
- CCCCCCCCOC(=O)c1nc(Cl)c(Cl)c(N)c1Cl
    ? | ? | 29 | 0% | 4% | i | -9% | ? | -3%
- Cc1nonc1C(=O)N1CCCC(Nc2ccc(C(C)C)cc2)C1 (centres undefined)
    -8% | 3% | 0 | -8% | ? | i | / | 20% | -2%
- CC1Cc2ccccc2N1C1=CC(=O)CCC1 (centres undefined)
    5% | -12% | 85 | -1% | ? | i | -22% | -2% | -17%
- COc1ccc(-n2nc(C(=O)N3CCN(Cc4ccc5c(c4)OCO5)CC3)c3ccccc3c2=O)cc1
    ? | -9% | -29 | -2% | 0% | i | 0% | -3% | -19%
- CC(=O)Nc1ccc(NC(=S)NC(=O)C2CCCC2)cc1
    3% | -7% | 13 | -8% | 24% | i | 29% | 1% | 1%
- Cc1nc(N2CCOCC2)nc(OCCN2CCOCC2)c1[N+](=O)[O-]
    -1% | 3% | 8 | -7% | 0% | i | -5% | 7% | 21%
- COC(=O)[C@H](C)NC(=O)Nc1cccc(Br)c1
    0% | -1% | -2 | 1% | 3% | i | 21% | 21% | -2%
- COc1ccc(/C=N/Nc2cc(C)nc(NS(=O)(=O)c3ccc(C)cc3)n2)cc1
    ? | ? | -15 | 3% | 5% | i | -4% | ? | 10%
- O=C(Nc1cccnc1)OCc1ccccc1
    12% | ? | -9 | 14% | -14% | i | 14% | -3% | 0%
- CCOc1cccc(/C(O)=C2/C(=O)C(=O)N(Cc3cccnc3)C2c2ccco2)c1 (centres undefined)
    -1% | 16% | 7 | -4% | 0% | i | 4% | 27% | 13%
- COCCCNS(=O)(=O)c1ccccc1
    -3% | -2% | 9 | -5% | -7% | i | 1% | 7% | 7%

Ordered by heavy-atom count (falling): some entries from above.
Every second line gives: MCF10A rerep | HT1080NT lethal | IL-1B inflam inh | SW480 rerep | KB-V1 cytotox | S2 tox | ATXN2 expr inh | HT1080 IDH1KD tx | KB-3-1 tox
- CC(C)c1ccc(OCC(=O)Nc2ccc(S(=O)(=O)Nc3ccccn3)cc2)cc1
    -3% | -4% | 50 | -15% | -1% | i | -17% | -2% | 14%
- CCCc1cc(=O)oc2cc(C)cc(OCC(=O)NCCCN3CCCC3=O)c12
    0% | -7% | 28 | ? | ? | i | 6% | -5% | 17%
- CCC(Cc1ccccc1)NC(=O)Cn1cccc1C(=O)c1ccccc1 (centres undefined)
    0% | -5% | 12 | 10% | -3% | ? | / | 0% | -8%
- O=C(Cc1ccc(Cl)cc1)NCC(=O)N1CCN(c2ccccc2)CC1
    20% | ? | 0 | ? | -20% | i | -17% | ? | ?
- COc1cc(/C=C/C(=O)OCC(=O)NC(=O)NC(C)(C)C)ccc1O
    -16% | -1% | 14 | -1% | 0% | i | 1% | 1% | -5%
- NC(=O)C1CCN(C(=O)CCC(=O)c2ccc(F)cc2)CC1
    -1% | -1% | -7 | -67% | ? | i | / | -8% | 6%
- CC1CCN(CCCCOc2ccc(Cl)cc2)CC1
    ? | -4% | -26 | 10% | -2% | i | -12% | -10% | -4%
- CC1Cc2ccccc2N1C1=CC(=O)CCC1 (centres undefined)
    5% | -12% | 85 | -1% | ? | i | -22% | -2% | -17%

(further entries)
Every second line gives: MCF10A rerep | HT1080NT lethal | IL-1B inflam inh | SW480 rerep | KB-V1 cytotox | S2 tox | ATXN2 expr inh | HT1080 IDH1KD tx | KB-3-1 tox
- COc1cccc(-n2nnnc2S(C)(=O)=O)c1
    4.6µM* | ? | -92* | ? | ? | 28µM* | ? | 7.3µM* | ?
- O=C(c1ccccc1)c1cnc(Nc2ccc(Cl)c(Cl)c2)s1
    8% | 23% | 0 | 2% | 1% | i | -7% | 5% | 0%
- Cc1cc(NC(=O)c2sc(Nc3cccc(C(F)(F)F)c3)nc2N)no1
    13% | -25% | 31 | -6% | -14% | i | -13% | -20% | 0%
- COc1ccc(Cc2nc(N)nc(N)n2)cc1
    1% | 1% | 12 | -1%[9.22 µM] | -2% | i | 7% | 0% | -3%
- O=c1[nH]c(N/N=C/c2ccccc2Br)nnc1-c1ccccc1
    ? | -1% | -8 | / | -13% | ? | 2% | -12% | 0%
- CCCCNC(=O)CCCn1c(=O)c2ccccc2n(Cc2ccccc2C)c1=O
    / | / | / | / | 0% | i | 9% | / | 0%
- COc1ccc(C(=O)NCc2nnc(SCC(=O)NC3CCCCC3)o2)cc1
    -1% | -2% | -7 | -5% | 2% | i | -1% | 4% | 6%
- COc1ccccc1NS(=O)(=O)c1cccc(C(=O)NCC(c2ccco2)N2CCCC2)c1 (centres undefined)
    -3% | -5% | -8 | 0% | 0% | i | -15% | 1% | -12%
- N#CC(C#N)=Cc1cccn1-c1ccc(S(N)(=O)=O)cc1
    0% | -7% | ? | ? | -4% | i | -29% | -9% | -20%
- CCOC(=O)c1c(/N=C/c2ccccc2O)sc2c1CCC2
    0% | 3% | 28 | -3% | 7% | i | -6% | 8% | 1%
- Cc1ccccc1C(=O)N1CCN(c2ccc(NC(=O)CSc3ccc(Cl)cc3)cc2)CC1
    ? | -25% | -72* | -4% | ? | i | ? | ? | 18µM*
- O=C(Cc1ccccc1)NC1(O)C(=O)c2ccccc2C1=O
    ? | 1% | -12 | -2% | -1% | i | -14% | 10% | 5%
- CCn1c(CCC(=O)Nc2ccccc2F)nnc1SCC(=O)Nc1ccc(OC)cc1
    1% | 0% | i | 4% | -5% | i | -11% | -14% | 59%
- COc1ccccc1N1CCN(C(c2cc3cc(C)ccc3[nH]c2=O)c2nnnn2C2CCCC2)CC1 (centres undefined)
    14% | -3% | -4 | 13% | -30% | i | 6% | 3% | -5%
- C=CCNC(=O)CCCOc1ccc(C)cc1
    0% | 3% | -1 | 4% | -9% | i | -8% | 0% | 8%
- COC(=O)c1ccc(C2C(C(=O)c3cc4ccccc4o3)=C(O)C(=O)N2CCN2CCOCC2)cc1 (centres undefined)
    1% | -5% | -10 | 20% | -10% | i | -2% | 1% | 1%
- Cc1nnc(SCC(=O)n2c3c(c4ccccc42)CCCC3)s1
    ? | 9% | 0 | 11%[9.22 µM] | 2% | i | -3% | 16% | 1%
- CN1CCN(c2ccc(-c3cccc(NC(=O)COc4ccccc4)c3)nn2)CC1
    ? | 1% | -5 | -8% | -4% | i | 3% | 0% | ?
